SENP8 block = human SENP8 protease inhibitors, primary screen, biochemical, fluorescence, Nedd8 protein substrate, uHTS. AID 602440, 2012. 360,000 compounds, 0.64% hits. Sentrin-specific protease 8 (Homo sapiens), Q96LD8. recombinant SENP8. inhibition, % at 20 µM; in the data active means inhibition mostly above about 40%, no sharp cut-off; inactive means mostly below about 27%
SENP6 block = SENP6 protease inhibitors, primary screen, biochemical, luminescence, uHTS | inhibition, % at 10 µM | Recombinant SENP6 catalytic domain, aminoluciferin luminescence | 330,000 compounds, 1.8% hits;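 active means inhibition above about 50% at the single tested dose, limit read from the data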;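 further: plate controls were DMSO wells with enzyme for no effect and DMSO wells lacking enzyme for full effect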
MPTP block = mitochondrial permeability transition pore inhibitors, primary screen, biochemical, isolated mouse mitochondria, absorbance. inhibition, % at 10 µM. 360,000 compounds, 1.4% hits. Ca2+ swelling absorbance, 30 min;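 active means inhibition of 50% or more, scaled per plate between neutral and stimulator controls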;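 further: 0% = DMSO wells given calcium and 100% = 1 mM EGTA wells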
PfGluPho inh = PfG6PD enzyme inhibitors, primary screen, biochemical, fluorescence intensity, uHTS; glucose-6-phosphate dehydrogenase-6-phosphogluconolactonase (Plasmodium falciparum 3D7); PfGluPho enzyme, NADPH resazurin-diaphorase fluorescence; inhibition, % at 20 µM; 350,000 compounds, 0.78% hits;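 active means inhibition reaching at least a set limit at 20 µM in the primary screen, cut at about 59% in these data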;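 further: 0% = DMSO wells with substrate and 100% = DMSO wells lacking glucose-6-phosphate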
SENP7 block = SENP7 protease inhibitors, primary screen, biochemical, luminescence, uHTS. Sentrin-specific protease 7 (Homo sapiens), Q9BQF6. recombinant SENP7, Z-RLRGG-aminoluciferin luminescence, 40 min. 330,000 compounds, 1.5% hits. inhibition, % at 5 µM;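 active means inhibition above about 50% at the single test dose, limit read from the data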;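 further: plate controls were DMSO with enzyme for no effect and no enzyme buffer wells for full effect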
HKDC1 inhibitor = HKDC1 hexokinase inhibitors, primary screen, biochemical, fluorescence, uHTS. recombinant HKDC1, G6PDH/diaphorase resazurin coupled fluorescence. inhibition, % at 20 µM. Q2TB90. 340,000 compounds, 0.16% hits;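 active means inhibition above about 35% when tested at 20 µM, limit read from the data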;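 further: plate controls were DMSO wells with enzyme for no effect and DMSO wells lacking enzyme for full effect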
Target sequence (Q2TB90 whole entry, looked up): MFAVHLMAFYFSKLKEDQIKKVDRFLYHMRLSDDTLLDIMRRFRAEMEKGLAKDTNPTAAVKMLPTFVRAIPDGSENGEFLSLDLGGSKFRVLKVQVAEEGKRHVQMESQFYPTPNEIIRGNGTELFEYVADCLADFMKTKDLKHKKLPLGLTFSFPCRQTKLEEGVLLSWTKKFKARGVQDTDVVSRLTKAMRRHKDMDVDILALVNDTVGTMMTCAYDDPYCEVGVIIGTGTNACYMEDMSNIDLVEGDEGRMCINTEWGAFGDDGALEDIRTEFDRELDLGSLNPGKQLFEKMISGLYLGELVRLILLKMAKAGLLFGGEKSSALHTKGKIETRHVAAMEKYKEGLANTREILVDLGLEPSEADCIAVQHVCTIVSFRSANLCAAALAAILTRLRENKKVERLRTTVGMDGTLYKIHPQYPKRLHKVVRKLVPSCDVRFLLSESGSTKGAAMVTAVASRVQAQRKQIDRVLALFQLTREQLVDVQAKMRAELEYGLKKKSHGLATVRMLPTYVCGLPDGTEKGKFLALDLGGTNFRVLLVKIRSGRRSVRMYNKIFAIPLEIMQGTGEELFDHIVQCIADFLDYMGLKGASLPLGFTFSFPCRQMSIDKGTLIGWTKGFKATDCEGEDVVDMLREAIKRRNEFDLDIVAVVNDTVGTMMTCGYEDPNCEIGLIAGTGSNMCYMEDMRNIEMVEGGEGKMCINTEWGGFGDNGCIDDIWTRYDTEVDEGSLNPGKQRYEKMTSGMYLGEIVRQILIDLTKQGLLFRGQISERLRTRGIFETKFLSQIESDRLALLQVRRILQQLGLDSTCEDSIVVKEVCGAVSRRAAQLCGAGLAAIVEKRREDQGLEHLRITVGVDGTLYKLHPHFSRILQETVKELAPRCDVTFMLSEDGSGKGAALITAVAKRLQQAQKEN
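Incubation: 90 min at room temperature in dark / Material: recombinant HKDC1 (HK5) hexokinase enzyme, produced in-house / Quantity: enzyme 5 µg/mL final / Compound: one dose of 20 µM, 1% DMSO / Reagent: glucose and ATP substrates / Buffer or medium: Tris pH 8.0 buffer with MgCl2, Tween-20, BSA, BME / Technique: resorufin fluorescence at 613 nm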
GRIN3A LBD mod = binders of NR3A ligand-binding domain, primary screen, biophysical, differential scanning fluorimetry, uHTS; 340,000 compounds, 2.5% hits; AID 1259313, 2017; Tm shift relative to glycine control, % at 25 µM; NR3A LBD differential scanning fluorimetry, Tm shift; 0% = protein alone, 100% = glycine-bound protein;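 active means melting temperature shift of at least 10% of the positive control shift, at one fixed dose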
ATG4B inh = ATG4B protease inhibitors, primary screen, biochemical, fluorescence, uHTS; ATG4B cleavage of LC3-PLA2, NBD-HPC fluorescence, 1 h; AID 504462, 2011; 340,000 compounds, 0.51% hits; inhibition, % at 8.33 µM; Cysteine protease ATG4B (Homo sapiens), Q9Y4P1; in the data active means inhibition above about 40%
An asterisk follows results filed as active; i = inactive; . = not tested or not shown.

Sequence of screens – SENP8 block, SENP6 block, MPTP block, PfGluPho inh, SENP7 block, HKDC1 inhibitor, GRIN3A LBD mod, ATG4B inh
Cc1ccc(Nc2oc(C)nc2C#N)cc1
 : 11, 7, 1.4, 17, 7, -13, 2, -10
CC1CCN(S(=O)(=O)c2cccc(S(=O)(=O)N3CCCC3)c2)CC1
 : 5, 0, 0.5, -3, -2, -5, -1, 2
CCC(c1nnnn1Cc1ccc(OC)cc1)N(CCCO)Cc1cc2cc3c(cc2[nH]c1=O)OCO3 (stereo unspecified)
 : -276, 1, 1.2, 5, 0, -10, -4, -10
NS(=O)(=O)c1ccc(F)c(C(=O)O)c1
 : 25, -8, -0.2, -7, -1, -7, -2, -4
CCOC(=O)C1=C(SCC(=O)Nc2ccccc2)NC(=O)C(C#N)C12CCCCC2 (stereo unspecified)
 : 5, -11, -16, -1, 6, -2, -4, -13
CC(C)OP(=O)(c1ccc(N(C)C)cc1)C(O)c1ccncc1 (stereo unspecified)
 : 10, 6, 0.4, -11, -1, -6, 0, -8
CC(C)(C)c1ccc(OCC(=O)O/N=C(\N)c2ccncc2)cc1
 : -3, -8, 0.0, 11, -6, 2, 2, -4
COc1ccc(N(CC(=O)Nc2ccccc2C(F)(F)F)C2=NC3CS(=O)(=O)CC3S2)cc1 (stereo unspecified)
 : 14, -2, -1.1, 4, -5, -6, -1, -8
Cc1cc(C)n(-c2nc3c(c(=O)n(C)c(=O)n3C)n2Cc2cccc(Br)c2)n1
 : 6, ., 0.5, 0, ., -6, 1, -3
OCC1CCCN(c2ncnc3scc(-c4ccccc4)c23)C1 (stereo unspecified)
 : -25, 2, -0.3, 7, -5, 16, -3, -6
CC(C)(C)NC(=O)/C(=C/c1ccco1)c1ccccc1
 : 18, -7, 1.9, 2, 4, 4, 2, 11
O=C(O)C1CCCN1S(=O)(=O)c1ccccc1 (stereo unspecified)
 : -1, 9, 0.3, -8, 13, 7, 1, 5
Clc1ccccc1N=C1NN=C(c2cccs2)CS1
 : -6, 68*, -1.3, -4, 74*, -7, -7, 7
COc1ccc(OC)c(N(CC(=O)N2CCCC2)S(C)(=O)=O)c1
 : 4, -15, -0.5, -5, -9, -5, -6, 4
CC(CN1CCCCC1)OC(=O)Cc1ccc(Cl)cc1 (stereo unspecified)
 : 32, -8, -0.2, 6, 1, 1, -1, -3
CCCc1cc(=O)oc2cc(C)cc(O)c12
 : -36, 6, 78*, -1, 4, 5, 0, -1
CCc1ccccc1NC(=O)Cn1nc(C(F)(F)F)c2c1CCC2
 : 14, 13, 0.5, -31, 4, 0, 4, 12
COc1ccc(CCC(C)NC2C3CC4CC(C3)CC2C4)cc1 (stereo unspecified)
 : 14, ., 0.6, -5, ., -1, -1, -3
O=C(COC(=O)c1ccccc1OCc1ccccc1Cl)NC1CCS(=O)(=O)C1 (stereo unspecified)
 : 7, -11, 0.3, 5, -8, -2, 2, -55
O=c1oc2ccccc2c(O)c1/C=C1\C=Nc2ccccc21
 : -36, -24, 2.3, 0, -1, 20, -2, 4

Not a retest: an excerpt of the list.
Sequence of screens – SENP8 block, SENP6 block, MPTP block, PfGluPho inh, SENP7 block, HKDC1 inhibitor, GRIN3A LBD mod, ATG4B inh
Cc1ccc(Nc2oc(C)nc2C#N)cc1
 : 11, 7, 1.4, 17, 7, -13, 2, -10
CC1CCN(S(=O)(=O)c2cccc(S(=O)(=O)N3CCCC3)c2)CC1
 : 5, 0, 0.5, -3, -2, -5, -1, 2
CCC(c1nnnn1Cc1ccc(OC)cc1)N(CCCO)Cc1cc2cc3c(cc2[nH]c1=O)OCO3 (stereo unspecified)
 : -276, 1, 1.2, 5, 0, -10, -4, -10
NS(=O)(=O)c1ccc(F)c(C(=O)O)c1
 : 25, -8, -0.2, -7, -1, -7, -2, -4

Remaining list, next part.
Sequence of screens – SENP8 block, SENP6 block, MPTP block, PfGluPho inh, SENP7 block, HKDC1 inhibitor, GRIN3A LBD mod, ATG4B inh
CC(C)Oc1ccc(C2CC(=O)N(c3ccc(C(=O)O)cc3)C2=O)cc1 (stereo unspecified)
 : 14, -3, 1.1, -2, 3, -6, 1, -3
Cn1c(=O)c2[nH]c(CCCCCCCc3nc4ccccc4[nH]3)nc2n(C)c1=O
 : 9, ., 11, 3, ., -2, 1, -2
COc1ccc(C(=O)/C=C2/c3ccccc3CC(C)(C)N2C)cc1
 : 17, -2, -2.0, 11, -6, -9, 1, -8
O=S1(=O)CC/C(=N/Nc2ccc(C(F)(F)F)cn2)c2cc(F)ccc21
 : 24, -2, 0.4, 14, 6, 3, -9, -6
CCOCCCNC(=O)C(c1ccc(Cl)cc1)N1CCC2(CC1)OCCO2 (stereo unspecified)
 : 23, 1, 2.2, -5, -2, 1, 0, -2
Cc1ccc(S(=O)(=O)NCCC(=O)Nc2ccc(Cl)c(Cl)c2)cc1
 : 4, 7, 90*, 16, 9, -3, 10*, -3
Cc1ccc(-c2cc(C(=O)N/N=C/c3ccc(Cl)cc3)n[nH]2)o1
 : -3, -14, -1.1, 23, -2, 0, 31*, -1
Cc1nn(Cc2ccccc2)c(C)c1NC(=O)CCCn1nc([N+](=O)[O-])cc1C
 : 11, 21, 4.3, -5, -5, 5, -1, -6
COCCNC(=S)N=Nc1c(O)[nH]c2c(C)cc(C)cc12
 : 37, -9, 0.2, -13, 11, -1, 1, -5
CCCCn1c(-c2ccc(Br)cc2F)nc2c1c(=O)[nH]c(=O)n2CC(C)C
 : -59, 8, 0.0, 6, 3, 4, -5, -4
Cc1ccc(NC(=O)CCNC(=O)Nc2ccccc2)cc1S(=O)(=O)N(C)C
 : -6, 0, -0.2, 1, 1, -3, -4, -10
Cc1ccc(OCC(=O)NCC(=O)Nc2ccc(F)c(F)c2F)c([N+](=O)[O-])n1
 : 30, -6, 1.3, 5, 5, 2, 1, -4
CN(Cc1ccccc1F)C(=O)CCNC(=O)c1ccc(C(C)(C)C)cc1
 : 6, -21, -0.5, 3, 1, -4, -3, 3
COc1ccc(-c2cc3ncc(-c4ccccc4)c(N)n3n2)cc1
 : -142, ., -2.1, 31, ., 20, -18, 19
c1ccc(Cn2ccc(-c3cnc(-c4ccccc4)s3)n2)cc1
 : i, 81*, 0.1, 12, 80*, 9, -9, 27
COc1ccc(NC(=O)c2cc(-c3ccc(C)o3)nc3ccccc23)c(OC)c1
 : -72, -29, 2.7, 18, 0, 0, 0, -7
CC1CN(c2nc3ccccn3c(=O)c2/C=C(\C#N)S(=O)(=O)c2ccccc2)CC(C)O1 (stereo unspecified)
 : -26, -4, -2.1, 14, 11, 8, 6, -8
COC(=O)[C@H](CC(C)C)N(Cc1ccccc1)S(=O)(=O)N(Cc1ccc(OC)cc1)[C@@H](CC(C)C)C(=O)OC
 : 17, -9, 14, 28, -8, 0, 1, -3
COc1cc(C(=O)NNC(=O)C2CC=CCC2C(=O)O)cc(OC)c1OC (stereo unspecified)
 : 5, ., 0.4, 0, ., -3, 1, 2
C=CCNc1nc(Cl)nc(Nc2cc(Cl)ccc2OC)n1
 : 17, 16, 0.3, -2, -4, -6, 0, 0
CN1CCN(Cc2cccc(Oc3ccccc3)c2)CC1
 : 8, -12, 0.4, 10, -1, -15, 1, 7
CCOC(=O)C(C)Oc1ccc(C2NC(=O)NC(C)=C2C(=O)Nc2ccccc2C)cc1 (stereo unspecified)
 : 2, ., -0.9, -1, ., -18, -1, -2
CC1(C)NC(=O)N(CC(=O)OCC(=O)Nc2cccc(F)c2)C1=O
 : 17, -7, -1.9, 10, 5, -4, 0, -8
O=C(Nc1ccccc1N1CCOCC1)C1CCN(S(=O)(=O)c2ccc(Cl)cc2)CC1
 : 15, -10, 9.0, 8, 3, 6, -1, 1
CCc1ccccc1NC1=NCC(=O)N1C1CCCCC1
 : 17, -9, -2.2, 22, 5, -3, -1, -10
CC1CCN(c2ccc(C(=O)N3CCOCC3)cc2[N+](=O)[O-])CC1
 : 16, -14, -5.0, -5, 7, -9, 1, -4
Cc1noc(C)c1S(=O)(=O)N(CC(=O)N1CCCC1)c1ccc(C(C)C)cc1
 : -3, -10, 0.6, 8, 4, -5, -1, -7
CCCCNC(=O)C1CC(c2ccc(C(F)(F)F)cc2)=NO1 (stereo unspecified)
 : 10, -4, -0.3, -6, -2, -4, 0, -2
Cc1ccc(C(=O)NCC(=O)OCCOc2ccccc2Cl)cc1
 : -8, 2, 0.3, -10, -2, -4, 0, -4
O=C(NC(=S)Nc1cccc2cc(O)ccc12)c1ccccc1Br
 : 6, -20, 1.9, 9, -2, 11, 1, 38
CCNc1nnc(-c2ccccc2OC)s1
 : ., -44, ., -7, 0, -3, 1, -6
O=C(NCCCN1CCCC1)c1ccc(CS(=O)(=O)c2ccc(Cl)cc2)o1
 : 12, -16, -1.7, -5, -3, -3, 0, -5
NC(=O)c1ccc(NC(=O)C2CC(=O)N(c3ccc4c(c3)OCCO4)C2)cc1 (stereo unspecified)
 : 13, 1, -1.4, 0, -9, -4, -1, -10
COc1ccccc1NS(=O)(=O)CC12CCC(CC1=O)C2(C)C (stereo unspecified)
 : 11, -4, 0.1, 0, 1, -2, 0, -4
COc1ccc(CCNC(=O)c2ccc(Br)cc2)cc1
 : -5, ., 1.9, 3, ., -1, -12, -8
CCC(C)NCCCOc1ccc(C)cc1OC (stereo unspecified)
 : 23, -5, 0.1, -1, 1, -6, -1, -6
COc1ccc(OC)c2nc3c(cc12)CCC3
 : -163, 3, -0.1, 2, 2, 2, 0, 4
CCCOc1ccc(N2C(=O)CC(N3CCN(S(=O)(=O)c4ccccc4)CC3)C2=O)cc1 (stereo unspecified)
 : 6, 2, 2.2, -6, -5, -3, 4, -9
COc1ccc(-n2c(C)nnc2SCC(=O)N2CCOCC2)cc1
 : 7, 15, -0.2, -9, 1, -5, -2, 1
CCCc1ccccc1OCCNC(=O)c1cc(=O)n(C)c(=O)n1C
 : 5, -8, 0.7, -3, -8, 3, 1, 2
O=[N+]([O-])c1ccc(S(=O)(=O)CC2CSc3nc4ccccc4n32)cc1 (stereo unspecified)
 : 9, -2, 3.8, -16, 11, -3, -3, -7
Cc1oc(-c2ccccc2Cl)nc1Cn1cccc1C1=NC(c2ccccc2)CO1 (stereo unspecified)
 : 14, 12, 4.6, 9, 10, 1, 1, 9
Cc1ccc(-n2c(SCC(=O)NCc3cccs3)nnc2-c2ccoc2C)cc1
 : -13, 2, 0.5, 7, -2, -5, -1, -3
CC(=O)c1ccc(N2CCN(C(=O)c3ccc(Cn4c(=S)[nH]c5ccc(N6CCOCC6)cc5c4=O)cc3)CC2)cc1
 : -410, 18, -9.8, 18, 2, -2, 0, -18

Bioassay records as filed in PubChem BioAssay.
